Assay outcomes from PubChem.
PLCb3 inh – blocks human PLC-beta3 enzyme activity; Q01970; Purified PLC-beta3, fluorogenic substrate, fluorescence; inhibition, % at 12.2 µM; actives 0.18% (n = 370,000); in the data active = inhibition above about 11%;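 also: 0% = median of compound wells on plate and 100% = full blocker control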
PG9 Ab binder – small molecules binding HIV-1 gp120 antibody PG9. actives 0.43% (n = 360,000). inhibition, % at 6.7 µM. TR-FRET gp120-PG9 antibody binding; in the data active = inhibition above about 8.5%
SMARCA2 act – SMARCA2 function activation, primary screen | MG213 cells, MMTV-luciferase reporter, dexamethasone, overnight | activation, % at 9.1 µM | actives 1% (n = 370,000) | AID 652017; in the data active = activation above about 7.8%;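 also: 0% = vehicle wells and 100% = reference activator wells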
DAX1 inh-1 – NR0B1 (DAX1) inhibition; P51843; HEK293 Gal4-DAX1 luciferase reporter, luminescence; inhibition, % at 6.75 µM; actives 0.99% (n = 340,000); AID 504766;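 active = inhibition above the mean over all tested compounds plus 3 SD, cut at about 4.2% in these data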;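 also: 0% = DAX1-transfected cells with DMSO and 100% = empty-vector control cells with DMSO; inhibition shows as a rise in luminescence from relieved DAX1 repression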
ssDAF12 agonist – activates DAF-12 receptor from parasite S. stercoralis; HEK293 ssDAF-12/GRIP1 lit1-tk-luc reporter, luminescence; % of 3 µM dafachronic acid response; activation, % at 6.8 µM; actives 1% (n = 370,000);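 active = activation above the mean over all tested compounds plus 3 SD, cut at about 0.9% in these data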;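 also: 0% = DMSO-only wells and 100% = 3 µM delta7-dafachronic acid wells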
FXN GAA850 act – increases GAA850 frataxin promoter reporter activity. HEK293 lucGAA850 FXN promoter luciferase reporter, 24 h; percent of 10 µM SAHA response. activation, % at 6 µM. actives 0.56% (n = 360,000). AID 540364;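 active = activation above the average of all compounds screened plus 3 SD, cutoff fixed separately per campaign, cut at about 7.5% in these data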;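 also: 0% = DMSO wells and 100% = 10 µM SAHA wells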
hgDAF12 agonist – agonists of H. glycines DAF-12 nuclear receptor; HEK293 GAL4-hgDAF12 UAS-luciferase reporter, agonist luminescence; normalized to butyrate control; activation, % at 6.8 µM; AID 687014; actives 1.8% (n = 370,000);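 active = activation above a cutoff set at the mean of all screened compounds plus 3 SD, cut at about 10% in these data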;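 also: 0% = DMSO wells and 100% = sodium butyrate wells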
HGIII-sPLA2 inh – Blocks human group III sPLA2 activity. Q9NZ20. QFRET BODIPY PC-A2 liposome hydrolysis, fluorescence. inhibition, % at 12.2 µM. actives 0.56% (n = 370,000). AID 743126;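 active = inhibition above mean plus 3 SD of compounds lying within the high and low control bounds, cut at about 19% in these data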;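 also: 0% = median of test compound wells and 100% = no enzyme DMSO wells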
Target sequence (Q9NZ20 whole entry, looked up): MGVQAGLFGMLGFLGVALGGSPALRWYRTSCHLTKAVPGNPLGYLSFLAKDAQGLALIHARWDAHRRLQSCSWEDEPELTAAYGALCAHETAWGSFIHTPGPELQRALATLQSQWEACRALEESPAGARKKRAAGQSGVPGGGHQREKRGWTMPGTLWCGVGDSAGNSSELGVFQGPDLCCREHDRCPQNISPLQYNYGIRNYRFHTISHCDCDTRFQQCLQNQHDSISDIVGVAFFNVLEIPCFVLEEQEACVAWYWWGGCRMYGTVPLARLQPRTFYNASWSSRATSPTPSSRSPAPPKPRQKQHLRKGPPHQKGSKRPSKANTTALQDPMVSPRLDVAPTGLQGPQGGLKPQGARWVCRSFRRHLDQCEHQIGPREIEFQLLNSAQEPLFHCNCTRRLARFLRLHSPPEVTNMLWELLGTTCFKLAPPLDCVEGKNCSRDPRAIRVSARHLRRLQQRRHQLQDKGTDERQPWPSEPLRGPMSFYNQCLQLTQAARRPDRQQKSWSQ
NR1D1 modulator – Rev-erb alpha (human) modulation. Rev-erbα–FITC-DNA binding, fluorescence polarization, 90 min. activity, % at 10 µM. actives 0.79% (n = 370,000). AID 1259318;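 active = activity above about 14%, limit read from the data; passing the limit was not always enough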;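 also: 0% = DMSO wells with 35 nM protein and 100% = DMSO wells with 750 nM protein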
Target sequence (P20393 whole entry, looked up): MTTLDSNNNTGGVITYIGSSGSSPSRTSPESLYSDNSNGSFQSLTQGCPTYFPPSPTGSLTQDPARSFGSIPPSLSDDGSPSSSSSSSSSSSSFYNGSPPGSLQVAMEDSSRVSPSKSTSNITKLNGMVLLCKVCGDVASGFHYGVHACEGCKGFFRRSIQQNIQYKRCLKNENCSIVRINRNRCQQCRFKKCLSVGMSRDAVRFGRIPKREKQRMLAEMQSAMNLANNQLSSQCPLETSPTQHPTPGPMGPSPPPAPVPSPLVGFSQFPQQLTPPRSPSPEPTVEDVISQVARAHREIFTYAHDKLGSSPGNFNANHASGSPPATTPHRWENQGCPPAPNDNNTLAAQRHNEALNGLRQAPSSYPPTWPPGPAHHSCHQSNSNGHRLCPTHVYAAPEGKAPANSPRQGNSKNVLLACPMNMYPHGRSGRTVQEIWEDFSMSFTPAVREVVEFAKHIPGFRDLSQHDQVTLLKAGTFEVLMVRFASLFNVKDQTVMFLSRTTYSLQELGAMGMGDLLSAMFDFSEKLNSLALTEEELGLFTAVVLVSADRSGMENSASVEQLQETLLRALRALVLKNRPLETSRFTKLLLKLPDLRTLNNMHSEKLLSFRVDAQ
hcDAF-12 act – activators of H. contortus DAF-12 nuclear receptor | HEK293 hcDAF-12 lit1-tk-luc reporter, luminescence; 0% DMSO, 100% Δ7-dafachronic acid | actives 1.4% (n = 370,000) | activation, % at 6.8 µM;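 active = activation above the mean of all tested compounds plus 3 SD, cut at about 5.5% in these data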;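 also: 100% = response to 3 µM Δ7-dafachronic acid high control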
DAX1 inh-2 – blocks DAX1 repression of SF-1 activated StAR promoter; HEK293T StAR-luciferase reporter, SF-1/DAX-1 repression relief; inhibition, % at 6.8 µM; actives 1.1% (n = 370,000); AID 652010;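 active = inhibition above the mean over all tested compounds plus 3 SD, cut at about 3.6% in these data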;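 also: 0% = DAX-1 cells with DMSO and 100% = cells lacking DAX-1 with DMSO; higher inhibition means more luminescence from relief of DAX-1 repression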
Starred values were filed as active, the others as inactive; . = no result given.

SMILES | PLCb3 inh | PG9 Ab binder | SMARCA2 act | DAX1 inh-1 | ssDAF12 agonist | FXN GAA850 act | hgDAF12 agonist | HGIII-sPLA2 inh | NR1D1 modulator | hcDAF-12 act | DAX1 inh-2
O=C(COc1ccc2ccccc2c1)N/N=C/C1CC=CCC1 (stereo not drawn) | -2 | -0.1 | -3 | -0.1 | -1.3 | 3.9 | -2.1 | 1 | 3 | -2.1 | -0.1
Cc1cc(C)cc(N(CC(=O)NCc2ccco2)S(=O)(=O)c2c(C)noc2C)c1 | -35 | -2.5 | -1 | 3.2 | -0.8 | -3.9 | -1.6 | -9 | -7 | 0.1 | -0.2
CCN(CC)C(=O)N1CCC(NC(=O)c2ccccc2)CC1 | 1 | -1.8 | 1 | 4.7* | -0.9 | -1.6 | 2.8 | 0 | 4 | -2.2 | 0.0
COc1ccc(N2CCN(S(=O)(=O)/C=C/c3ccccc3)CC2)cc1 | 1 | -2.7 | 1 | 0.7 | -1.7 | -1.9 | -0.2 | -1 | 3 | -0.7 | -0.1
Cn1cc(C2OC(=O)c3ccccc32)c2ccccc21 (stereo not drawn) | -1 | -1.0 | -1 | -2.5 | -0.7 | 3.5 | 0.2 | -8 | 1 | -0.9 | -1.1
COc1ccc2[nH]c3c(NCCN(C(C)C)C(C)C)ncnc3c2c1 | -192 | 0.9 | 2 | -0.6 | -1.0 | 2.3 | -0.9 | 2 | -6 | -0.5 | -0.3
Cc1oc(-c2ccccc2)nc1Cn1cccc1C1=NC(c2ccccc2)CO1 (stereo not drawn) | -3 | 1.2 | -6 | -1.3 | -1.6 | -1.6 | -4.0 | -12 | 6 | -4.1 | -1.0
Cc1cc(C)cc(OCC(=O)OCC(=O)N(C)CC(=O)Nc2ccc(F)cc2)c1 | -4 | 3.0 | 0 | -0.1 | -0.9 | -0.2 | -1.1 | -10 | -4 | -0.6 | 1.0
O=C(Nc1cccc(C(F)(F)F)c1)NC1CCCCC1 | 6 | -0.7 | 4 | -0.2 | -1.6 | 3.2 | 1.1 | -14 | -2 | 0.1 | 0.4
COc1cccc2sc(N(CCN(C)C)C(=O)c3ccc(S(=O)(=O)N4CCCC4)cc3)nc12 | -3 | -0.8 | -1 | -0.5 | -0.7 | -1.1 | 3.8 | -1 | 4 | -0.1 | 3.0
CCn1c(SCC(=O)c2cc(OC)ccc2OC)nnc1-c1ccncc1 | 2 | -1.5 | -2 | 0.4 | -0.4 | 1.4 | -3.5 | -5 | 2 | 2.7 | 0.2
CC(=O)c1cccc(N(CC(=O)NCC2CCCO2)C(=O)CCC(=O)Nc2cc(C)on2)c1 (stereo not drawn) | -2 | -0.3 | -3 | 1.1 | -1.0 | -0.8 | -3.2 | 8 | 3 | -0.4 | -0.9
CCOc1ccc(OCCNC(=O)c2ccc3c(c2)nnn3CC)cc1 | -2 | -1.8 | -2 | -0.5 | -1.5 | -0.2 | -1.1 | -8 | 5 | -0.8 | 0.1
CCC(C)NC(=O)CC(NS(=O)(=O)c1ccc(NC(C)=O)cc1)C(C)C (stereo not drawn) | -2 | 1.4 | -1 | -0.2 | -2.0 | 2.5 | -1.9 | 2 | -2 | -0.2 | 0.3
O=C(COC(=O)/C=C/c1ccccc1)NC1CCS(=O)(=O)C1 (stereo not drawn) | -2 | -0.9 | -2 | 0.4 | -1.3 | -0.2 | 1.7 | -1 | 5 | 0.0 | -0.2
COc1ccc(/C=N/NS(=O)(=O)c2ccc(C)cc2)cc1OC(=O)c1ccccc1 | -1 | -0.3 | -1 | 0.8 | -1.5 | 0.7 | 1.0 | -30 | 7 | -2.2 | -0.4
Cc1ccc(NC(=O)c2ccc3c(=O)n4c(nc3c2)CCCCC4)cc1F | -7 | 0.8 | 0 | 0.2 | -1.1 | 2.4 | 0.1 | -3 | -5 | -2.9 | -0.3
CC(C)(C)C(=O)CN1C(=O)NC(c2ccccc2)(c2ccccc2)C1=O | -4 | 1.1 | 1 | 0.5 | -1.6 | 0.1 | 4.5 | -8 | -1 | -1.4 | 0.4
CC(C)CCn1nnnc1CN1CCN(C(=O)c2ccco2)CC1 | -9 | -0.1 | -1 | 1.1 | -0.8 | -0.9 | -0.5 | 12 | -4 | -0.7 | 0.2
COc1ccc([N+](=O)[O-])cc1NC(=O)c1ccc(N(Cc2ccccc2Cl)S(C)(=O)=O)cc1 | 2 | -3.4 | 0 | -1.3 | -1.6 | -6.7 | -1.8 | -18 | 4 | -3.2 | -1.1
O=C(CCN1CCOCC1)N/N=C/c1cc([N+](=O)[O-])ccc1OC(F)F | 2 | -3.3 | -1 | 0.4 | -1.0 | 0.6 | -1.2 | -1 | 1 | -1.2 | -0.2
O=C(CN1C(=O)C2C3C=CC(C4CC34)C2C1=O)NCc1ccco1 (stereo not drawn) | 1 | -0.8 | 0 | -0.4 | -0.5 | 1.8 | 0.1 | 0 | 0 | 0.0 | 0.3
Cc1nn(Cc2ccccc2)c(C)c1NS(=O)(=O)c1ccccc1 | -1 | -0.5 | 0 | 1.6 | -0.8 | -0.2 | 0.4 | -6 | -5 | -2.8 | 0.2
CC1(C)CC2(CC(c3ccccc3)Oc3cc(O)ccc32)NC(=O)N1 (stereo not drawn) | 2 | -1.8 | 1 | . | -1.3 | . | 1.0 | -6 | 2 | -1.2 | -0.3
COc1ccc(CCNc2ccc(C(CC(N)=O)NC(=O)c3ccc(Br)cc3)cc2[N+](=O)[O-])cc1 (stereo not drawn) | -2 | -1.3 | -1 | 0.3 | -1.2 | -0.9 | 1.2 | 9 | 4 | -0.8 | -0.3
COc1cc(-c2nc(N)n[nH]2)cc(OC)c1OC | 0 | 2.7 | -1 | 1.8 | -0.9 | -3.3 | -0.3 | 1 | 0 | -0.5 | -1.1
O=C(CSc1ccccc1)Nc1ccc2c(c1)OCO2 | -4 | -0.7 | 4 | 0.7 | -0.6 | 3.1 | 13* | -1 | -5 | 1.0 | 1.2
CCOc1ccc(-c2cccc(NC(=O)c3ccc(Br)o3)c2)nn1 | -3 | -0.4 | 0 | -0.4 | -1.4 | 1.2 | -1.0 | 2 | -6 | -0.5 | -0.8
CC1(C)CC(=O)C(C(c2cc([N+](=O)[O-])ccc2Cl)C2C(=O)CC(C)(C)CC2=O)C(=O)C1 | -10 | 0.0 | -3 | . | -0.7 | 0.1 | -1.7 | 11 | -5 | 1.3 | -0.2
CNC(=S)N1CCC(c2nc3ccccc3s2)CC1 | 3 | 1.9 | -2 | 0.7 | -1.2 | 1.2 | 0.0 | 8 | -3 | -0.5 | -0.1
CN1CCN(c2nc3c(c(=O)n(C)c(=O)n3C)n2CCSc2nnnn2-c2ccccc2)CC1 | -5 | 2.1 | -3 | 1.3 | -0.8 | 2.9 | -0.5 | -7 | 3 | -0.4 | 0.3
Nc1ncc(Br)cc1S(=O)(=O)NCCc1ccccc1 | -5 | -1.1 | 0 | 0.1 | -1.8 | -0.8 | 5.8 | -17 | 4 | -1.0 | 0.8
COc1ccc(C)cc1NC(=O)c1ccc([N+](=O)[O-])cc1[N+](=O)[O-] | -9 | 1.8 | -4 | -1.5 | -1.1 | -1.0 | -0.1 | -1 | 4 | 0.2 | -1.8
CCC1([N+](=O)[O-])COC(c2ccc(OC)cc2)OC1 (stereo not drawn) | -4 | 1.3 | -3 | 0.4 | -0.8 | 1.3 | -0.6 | 18 | 5 | 3.4 | 2.0
CN(C)S(=O)(=O)c1cccc(NC(=O)COC(=O)/C=C/c2ccc([N+](=O)[O-])cc2)c1 | -5 | 0.3 | 0 | -0.1 | -1.6 | 0.3 | -2.1 | -11 | 1 | 0.4 | -0.8
Cc1cc(S(=O)(=O)Nc2cccc(Cl)c2)c(C)s1 | -4 | -1.4 | -2 | . | -1.0 | 1.7 | -2.3 | -20 | 8 | -1.3 | 0.0
COc1ccc(C(CC(=O)Nc2ncccc2C)N2Cc3ccccc3C2=O)cc1 (stereo not drawn) | -3 | -0.8 | -2 | 0.0 | -1.3 | -1.6 | 0.9 | -4 | 0 | -1.9 | 0.4
Cc1ccc(CN2CCNC(=O)C2CC(=O)N2CCN(c3ncccn3)CC2)o1 (stereo not drawn) | -14 | -1.8 | -2 | -0.4 | -1.4 | 0.1 | -3.8 | 3 | -3 | -0.7 | 0.0
CCOc1ccc2nc(N(CCCN(C)C)C(=O)c3ccc(S(=O)(=O)N4CCc5ccccc5C4)cc3)sc2c1 | -9 | -0.7 | -2 | -0.2 | -1.2 | -3.8 | -1.0 | -16 | 0 | -1.1 | -1.1
CCCCCCn1c(COc2ccccc2F)nnc1SCC(=O)NC1CCS(=O)(=O)C1 (stereo not drawn) | -4 | 1.4 | -3 | -0.6 | -1.8 | -1.2 | -1.6 | -8 | 7 | -0.9 | -2.2

For convenience, some entries already given.
SMILES | PLCb3 inh | PG9 Ab binder | SMARCA2 act | DAX1 inh-1 | ssDAF12 agonist | FXN GAA850 act | hgDAF12 agonist | HGIII-sPLA2 inh | NR1D1 modulator | hcDAF-12 act | DAX1 inh-2
CN1CCN(c2nc3c(c(=O)n(C)c(=O)n3C)n2CCSc2nnnn2-c2ccccc2)CC1 | -5 | 2.1 | -3 | 1.3 | -0.8 | 2.9 | -0.5 | -7 | 3 | -0.4 | 0.3
Nc1ncc(Br)cc1S(=O)(=O)NCCc1ccccc1 | -5 | -1.1 | 0 | 0.1 | -1.8 | -0.8 | 5.8 | -17 | 4 | -1.0 | 0.8
COc1ccc(C)cc1NC(=O)c1ccc([N+](=O)[O-])cc1[N+](=O)[O-] | -9 | 1.8 | -4 | -1.5 | -1.1 | -1.0 | -0.1 | -1 | 4 | 0.2 | -1.8
CCC1([N+](=O)[O-])COC(c2ccc(OC)cc2)OC1 (stereo not drawn) | -4 | 1.3 | -3 | 0.4 | -0.8 | 1.3 | -0.6 | 18 | 5 | 3.4 | 2.0
CN(C)S(=O)(=O)c1cccc(NC(=O)COC(=O)/C=C/c2ccc([N+](=O)[O-])cc2)c1 | -5 | 0.3 | 0 | -0.1 | -1.6 | 0.3 | -2.1 | -11 | 1 | 0.4 | -0.8

(next part)
SMILES | PLCb3 inh | PG9 Ab binder | SMARCA2 act | DAX1 inh-1 | ssDAF12 agonist | FXN GAA850 act | hgDAF12 agonist | HGIII-sPLA2 inh | NR1D1 modulator | hcDAF-12 act | DAX1 inh-2
CCCN(CCC)CCCNC(=O)Cn1cnc2sc(C)c(S(=O)(=O)N3CCCCC3)c2c1=O | -9 | -2.1 | -1 | 0.2 | -1.5 | -1.7 | 0.2 | 15 | -1 | 0.7 | -0.1
O=[N+]([O-])C(=C1Nc2ccccc2N1)/C(Cl)=C(/Cl)Br | -33 | -1.6 | 3 | -0.8 | 0.1 | 5.2 | 3.9 | -7 | 5 | 3.2 | -0.2
COC(=O)C1=CN(c2ccc(N3CCOCC3)cc2)C(N)=C(C#N)C1c1cccc(F)c1 (stereo not drawn) | -11 | 0.2 | -2 | . | -1.5 | . | 2.7 | -2 | 24* | -0.2 | 1.7
O=C(COc1ccc(Br)cc1Br)NN1C(=O)c2ccccc2C1=O | 3 | -0.9 | -7 | . | -1.0 | -1.1 | 1.6 | -7 | 1 | -0.6 | 0.6
CCC(=O)Nc1cccc(C(=O)Nc2nccs2)c1 | -8 | 1.1 | -1 | -0.4 | -0.9 | 2.3 | 5.3 | -1 | 3 | 0.9 | -0.1
CC(C)(C)c1ccc(/C=N/Nc2cccc(C(=O)O)c2)cc1 | -10 | 0.2 | 5 | -3.6 | -1.2 | 5.4 | 12* | -9 | 7 | 4.3 | 4.0*
